S2 tox = cell viability loss in ATXN counter-screen; 0.49% of 400,000 active; S2 cells (HEK-293 line with an ATXN2-luciferase reporter) viability, CellTiter-Fluor protease fluorescence, 24 h; Potency, µM (series often up to 56.7 µM), usual class: cytotoxic; AID 651635; note: potency is the fitted concentration of half-maximal effect; nearly all actives have a fitted effect of over 40% in size
Nrf2 activator = Nrf2 pathway activation; AREc32 ARE-luciferase reporter (MCF7-derived line), luminescence, 24 h; Potency, µM (highest dose often 46.1 µM), for the others: at the top dose activation, most hits filed as activators; AID 624171; 0.31% of 410,000 active; note: potency is the fitted concentration of half-maximal effect; % of control where 0% means no effect; nearly all actives have a fitted effect of over 65% in size
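Nrf2 activation is followed as ARE-luciferase induction in the AREc32 line after one day of compound treatment; luminescence is read with Steady-Glo.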
MCF10A rerep = inducers of DNA re-replication in MCF 10A breast cells; MCF 10A DNA re-replication, Hoechst nuclear intensity, 48 h; Potency, µM (series often up to 46.1 µM), inactives show at the top dose activity, positive = re-replication, actives largely listed as activators; 2.9% of 350,000 active; AID 624296; note: potency is the fitted concentration of half-maximal effect; % of control where 0% means no effect; nearly all actives have a fitted effect of over 50% in size
Nrf2 inh = Nrf2 pathway inhibition | AID 504444 | 2.1% of 360,000 active | A549 ARE-Fluc reporter, luciferase luminescence, 18-24 h | Potency, µM (highest dose often 46 µM), inactives show at the highest dose activity change, negative = inhibition, usual class: inhibitors; note: potency is the fitted concentration of half-maximal effect; % is set by controls: 0 for no effect and ±100 for the full control effect; nearly all actives have a fitted effect of over 60% in size
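A549 ARE_Fluc cells (5000/well, 5% FBS OPTI-MEM) pre-incubated 2 h, then treated with compounds 18-24 h at 37C/5% CO2 in concentration-response. CellTiter-Fluor viability read first; BugLite luciferase luminescence after 15 min at room temperature gives Nrf2 activity.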
IL-1B inflam inh = inflammasome signaling inhibition, IL-1 beta readout | THP-1 LPS/ATP IL-1B secretion, AlphaLISA, 16 h; hits give low values | activity change, % at 57.5 µM | 4.7% of 360,000 active | AID 743279; in the data active = activity change below about -50%; inconclusive = mostly about -30% to -49%; note: % is set by controls: 0 for no effect and ±100 for the full control effect
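Secreted IL-1B measured by AlphaLISA bead assay after 16 h compound exposure of THP-1 cells; compounds (final up to 57.5 uM) added 1 h before LPS (250 ng/mL) and ATP (1.25 mM) stimulation; lower signal means less secretion.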
HepG2 tox = counter-screen for TGF-b inhibitors: cytotoxicity in HepG2 cells | 0.76% of 410,000 active | HepG2 CAGA-GFP viability, ATP luminescence, 18 h | Potency, µM (series often up to 46.1 µM), for the others: top-dose activity change, negative = cytotoxicity, most hits filed as cytotoxic; note: potency is the fitted concentration of half-maximal effect; some results filed as inactive show a strong effect at the top dose
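HepG2 CAGA-GFP cells (1000/well, DMEM with 1% FBS) received compound, then TGF-beta at 500 pg/mL final, and were incubated 18 hours at 37 degrees C. Viability was read by CellTiter-Glo luminescence. Media-only wells were set as complete cell-killing and DMSO as no toxicity.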
A549 tox = kills or reduces viability of A549 cells in Nrf2 counter-screen. 0.16% of 390,000 active. A549 ARE-Fluc cells, CellTiter-Fluor viability, 18-24 h. AID 504648. Potency, µM (titrated, usually from 46 µM), for the others: at the top dose activity change, negative = cytotoxicity, hits mostly inhibitors; note: potency is the fitted concentration of half-maximal effect; % is set by controls: 0 for no effect and ±100 for the full control effect
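A549 ARE-Fluc cells in 5% FBS OPTI-MEM, 5000 cells/well, rested 2 h then exposed to compounds in concentration-response for 18-24 h at 37 °C. Viability by CellTiter-Fluor fluorescence (Ex 405/Em 525) after 30 min; luciferase luminescence (BugLite, 15 min, RT) read afterwards.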
ATXN2 expr inh = reduces ATXN2 reporter expression in HEK-293 cells. Potency, µM (top dose mostly 57 µM), for the others: top-dose activity change, negative = inhibition, actives largely listed as inhibitors. 0.72% of 360,000 active. HEK-293 ATXN2-luciferase reporter, luminescence, 24 h; note: potency is the fitted concentration of half-maximal effect; % is set by controls: 0 for no effect and ±100 for the full control effect; nearly all actives have a fitted effect of over 55% in size
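qHTS (up to 57 uM final) was run with 24 h compound exposure of reporter cells at 37 °C. Each well was multiplexed: SteadyGlo luminescence measured ATXN2-luciferase expression after a fluorogenic Gly-Phe-AFC viability readout (25 uM final).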
TGFb SMAD3 inh = inhibitors of TGF-b signaling. Potency, µM (doses to about 46.1 µM), for inactives: top-dose activity, negative = inhibition, hits mostly inhibitors. HepG2 CAGA-GFP TGF-b/SMAD3 reporter, GFP fluorescence, 18 h; TGF-beta stimulated, 500 pg/mL final. 1.2% of 410,000 active. AID 588855; note: potency is the fitted concentration of half-maximal effect; % is set by controls: 0 for no effect and ±100 for the full control effect; nearly all actives have a fitted effect of over 65% in size
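GFP signal (ex488/em500-530) from TGF-beta-stimulated HEPG2 CAGA-GFP cells, 500 pg/mL final, 18 h at 37 degrees C in DMEM plus 1% FBS, normalized to unstimulated and DMSO-stimulated controls.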
An asterisk follows results filed as active; i = inactive; ? = inconclusive; · = not tested or not shown; [ ] = another dose, or the depositor's remark. Unless noted, calls come from the whole dose curve; as a rule, active = well fitted curve in the direction sought with a large enough effect; inconclusive = small, poorly fitted or top-dose-only effect, or another doubt; inactive = no such curve, though single readings can be large; an effect the other way counts as inactive or inconclusive.

| canonical_smiles | S2 tox | Nrf2 activator | MCF10A rerep | Nrf2 inh | IL-1B inflam inh | HepG2 tox | A549 tox | ATXN2 expr inh | TGFb SMAD3 inh |
| --- | --- | --- | --- | --- | --- | --- | --- | --- | --- |
| Cc1cccn2c(=O)c3cc(C(=O)NC4CCCCC4)sc3nc12 | i | 0.6% | 2% | 1% | -16 | -14% | 17% | 14% | 4% |
| NC(N)=NS(=O)(=O)c1ccc(NC(=S)NC(=O)c2ccccc2)cc1 | i | 3.9% | -5% | ? | 29 | 3% | -2% | 21% | 12% |
| Cc1ccc(NC(=S)NC(=O)Cc2ccccc2)c(O)c1 | i | 10% | -2% | 7% | -11 | 4% | 3% | 21% | 0% |
| O=C(COC(=O)c1ccccc1-c1nc2ccccc2s1)NC1CCS(=O)(=O)C1 (stereo not given) | i | -0.4%[9.22 µM] | -6% | 2% | -10 | 12% | 12% | -2% | -9% |
| CCOc1cc(N2CCOCC2)c(OCC)cc1NC(=O)COC(=O)COc1ccc(C#N)cc1 | i | -0.2% | -21% | -1% | i | 9% | -3% | -5% | -10% |
| O=CN(CCN(C=O)CN1CCCCC1)CN1CCCCC1 | i | 0.1% | -3% | -6% | 29 | -1% | -3% | 2% | -1% |
| COC(=O)CSc1nc2sccc2c(=O)n1-c1ccccc1 | i | 2.2% | -3% | 8% | 24 | -6% | 2% | -7% | 2% |
| CCOc1cc(/C=N/NC(=O)Cc2ccc(C(F)(F)F)cc2[N+](=O)[O-])c(Br)cc1OC | ? | -0.1% | ? | -22% | 5 | -10% | -27% | ? | -9% |
| CCCN(CCC)CCCNC(=S)Nc1ccc2nc3n(c(=O)c2c1)CCCCC3 | · | 2.0% | 11% | 2% | ? | -6% | 9% | 15% | 2% |
| Cc1cc(=O)n2[nH]cc(-c3ccccc3)c2n1 | i | -0.5% | 6% | 1% | -3 | -20% | 0% | -9% | -9% |
| COc1ccc(NCc2n[nH]nc2-c2ccccc2)cc1Cl | i | -0.3% | 24% | 4% | -18 | -33% | -8% | 5% | 0% |
| COc1cc(C2c3c(oc4ccccc4c3=O)C(=O)N2Cc2ccncc2)ccc1O (stereo not given) | i | 0.4% | 0% | -14% | -16 | -18% | -9% | -9% | 2% |
| CCOC(=O)N1CCN(C(=O)c2ccccc2NS(=O)(=O)c2ccc(C)cc2)CC1 | i | -0.5% | 5% | 4% | 12 | -2% | -7% | 6% | 14% |
| Cc1cc(C(=O)COc2cccc(-n3cnnn3)c2)c(C)n1-c1ccccc1 | i | 1.6% | ? | ? | ? | 6% | -20% | 7% | -7% |
| CN(Cc1ccccc1)C(=O)COC(=O)CN1C(=O)c2ccccc2C1=O | i | -1.2% | 14% | -1% | -2 | 0% | 0% | 4% | 11% |
| CC(=O)Nc1ccc(NC(=O)CSc2nc(=O)n(Cc3ccncc3)c3c2CCC3)cc1 | i | -0.8% | -23% | 2% | -8 | 0% | 0% | 11% | 1% |
| CCc1ccc(OCC(=O)Nc2cc(-c3ccc(C)cc3)no2)cc1 | i | 7.3% | · | 21% | · | -1% | 1% | 6% | -19% |
| O=C(OCC(=O)N1CCc2ccccc21)c1ccc(Cl)nc1 | i | 2.0% | ? | ? | 23 | -3% | -5% | 10% | 20% |
| CC12CC3CC(C)(C1)CC(CN1CCOCC1)(C3)C2 | i | 0.1% | 6% | -3% | 26 | -11% | 4% | -27% | -4% |
| CCC(C)n1c(=N)c(S(=O)(=O)c2ccc(C)cc2)cc2c(=O)n3cc(C)ccc3nc21 (stereo not given) | i | -0.7% | · | -5% | · | -22% | -5% | 7% | 15% |
| CC(=O)c1ccc(N2CCN(S(=O)(=O)c3ccc(-c4cc(C(F)(F)F)on4)s3)CC2)cc1 | · | -0.9% | · | ? | · | 3% | 8% | · | 0% |
| O=[N+]([O-])c1ccc(Oc2cccc(Br)c2)c2ccncc12 | i | ? | ? | -18% | -15 | -28% | -8% | -10% | -28% |
| Nc1nc(NCCOCCO)nc(NCc2ccccc2)c1[N+](=O)[O-] | i | 0.5% | 1% | -23% | 67 | 6% | 3% | 3% | 1% |
| CC(C)COc1ccc(Br)cc1CNC(C)(C)C | i | -0.4% | 2% | 5% | -19 | -1% | -5% | · | 1% |
| CNS(=O)(=O)c1cccc(C(=O)OCC(=O)c2ccc3[nH]c(=O)[nH]c3c2)c1 | i | 0.6% | 1% | 5% | -2 | -27% | 6% | -4% | -16% |
| COc1ccc(C(=O)CC(SCC(NC(C)=O)C(=O)O)c2ccc(Cl)cc2)cc1OC (stereo not given) | · | ? | 21% | ? | -88* | -53% | -2% | · | ? |
| CC(C)(C)c1ccc(CC(=O)N2CCC2(C)C(=O)Nc2cccc3cccnc23)cc1 (stereo not given) | ? | -1.1% | · | · | -4 | -30% | · | ? | 10% |
| Cc1cc(C)c(C(=O)CSc2nnc(C)c(=O)[nH]2)cc1C | i | 0.1% | 2% | -27% | 0 | -74% | 2% | · | -14% |
| Cc1cccc(NC(=O)C2CCCN(S(=O)(=O)c3c(C)nn(C)c3C)C2)c1 (stereo not given) | i | -0.4% | -3% | 8% | 22 | 6% | 4% | 4% | 4% |
| COc1ccc(/C=N/NC(=O)c2ccn[nH]2)cc1COc1ccc(Cl)cc1Cl | i | 9.1% | 12µM* | -18% | -79* | -41% | ? | -5% | 14µM* |
| CCN(CC)C(=O)C1=C(C)N(CCC2=CCCCC2)C(=O)C(CC(=O)NCc2cccc3ccccc23)C1 (stereo not given) | ? | -2.3% | · | · | -57* | -12% | · | ? | ? |
| CC(=O)N1C[C@H]2CON(C)[C@H]2C[C@H]1c1ccccc1Br | i | -0.9% | 8% | -3% | 3 | -2% | -5% | 4% | 4% |
| CCN(CC)CCN(C(=O)c1ccc(Br)s1)c1nc2cc3c(cc2s1)OCCO3 | i | 0.8% | ? | ? | -4 | -2% | 11% | 2% | 0% |
| CCN1CCCC1CNC(=O)c1cc2c(OC)cccc2[nH]1 (stereo not given) | i | -0.4% | ? | 18% | 0 | -19% | 7% | 5% | -1% |
| CCCOC(=O)CSc1nnc(-c2ccc(Cl)cc2Cl)o1 | i | -1.6% | -8% | -1% | 11 | -1% | 7% | -15% | 13% |
| Cc1ccc(C)c(N=Nc2nc3ccccc3n2C)c1 | ? | ? | ? | ? | -80* | -54% | ? | -14% | ? |
| Cc1cc(C(=O)N2CCN(c3ncccn3)CC2)c2cc(F)ccc2n1 | i | 0.3% | ? | 7% | 46 | -1% | 0% | 4% | -4% |
| CCCCNC(=O)C(=O)NC(C)CCc1ccccc1 (stereo not given) | i | 0.1% | 2% | -1% | 21 | 0% | 2% | 6% | -1% |
| COc1ccc(C2N(c3ccc(Cl)cc3)N=C(C(C)=O)N(C)N2C(C)=O)cc1 (stereo not given) | ? | 6.1% | -50%[inhibitor] | ? | -58* | -4% | ? | -21% | ? |
| O=C(O)c1ccc(Sc2nnnn2-c2ccccc2)c([N+](=O)[O-])c1 | i | 0.0% | 14% | -15% | 0 | 2% | -6% | 6% | -1% |

3 entries already listed, sorted by their value in IL-1B inflam inh, highest first.
canonical_smiles	IL-1B inflam inh
Cc1cc(C(=O)N2CCN(c3ncccn3)CC2)c2cc(F)ccc2n1	46
CCCOC(=O)CSc1nnc(-c2ccc(Cl)cc2Cl)o1	11
CC(=O)N1C[C@H]2CON(C)[C@H]2C[C@H]1c1ccccc1Br	3

Further records follow:
| canonical_smiles | S2 tox | Nrf2 activator | MCF10A rerep | Nrf2 inh | IL-1B inflam inh | HepG2 tox | A549 tox | ATXN2 expr inh | TGFb SMAD3 inh |
| --- | --- | --- | --- | --- | --- | --- | --- | --- | --- |
| CCOC(=O)c1c(C)[nH]c(C(=O)/C(C#N)=C/c2ccc(OC(F)F)c(OC)c2)c1C | i | 3.4% | 16% | -17% | -10 | 1% | 1% | -5% | -4% |
| O=C(c1ccc(CNc2c(N3CCCC3)c(=O)c2=O)cc1)N1CCN(C2CCCCC2)CC1 | i | -0.2% | -1% | 11% | -10 | 6% | 7% | 3% | 4% |
| CC1(C)c2[nH]c3ccccc3c2C[C@H]2C(=O)N(N)CC(=O)N21 | i | 0.2% | 2% | 11% | 5 | -10% | 5% | -6% | -5% |
| CCCCC(OC(=O)c1ccco1)C(=O)NCc1ccc(C)cc1 (stereo not given) | i | 0.5% | -4% | 3% | -2 | -42% | 5% | 8% | -2% |
| N#Cc1c(-c2ccccc2)nc(SCC(=O)Nc2nnc(C(F)(F)F)s2)[nH]c1=O | i | 0.2% | 15% | 0% | -6 | -16% | 1% | 17% | 12% |
| COc1cc(/C=C/C(=O)O)cc(S(=O)(=O)NCCCC(=O)O)c1OC | i | -0.4% | ? | -9% | -6 | -3% | -2% | -12% | 4% |
| CCN(CC)S(=O)(=O)c1ccc(N/N=C(\C)c2ccncc2)nc1 | i | -0.5% | ? | -9% | -5 | -29% | 1% | 3% | -11% |
| CC1(c2cccc([N+](=O)[O-])c2)CC(C)(C)N(C(=O)c2ccccc2)c2ccccc21 (stereo not given) | ? | 0.3% | ? | ? | -2 | 8% | -20% | -24% | 2% |
| CN(CCc1ccccc1)C(=O)c1cccc(NC(=O)Cc2ccc([N+](=O)[O-])cc2)c1 | ? | -0.6% | 12% | ? | -16 | -2% | -6% | -4% | ? |
| CC1=C(C(=O)NC(C)C)C2(CCC(C)CC2)OC1=O (stereo not given) | i | 0.0% | 0% | ? | 11 | -2% | 6% | -5% | -3% |
| C[C@H](CO)N1C[C@H](C)[C@H](CN(C)C(=O)Nc2cccc(C(F)(F)F)c2)OCc2cnnn2CCCC1=O | i | -0.3% | · | · | 4 | -1% | · | -3% | 0% |

High-throughput results from PubChem.
